15-hLO-2 inh: 15-hLO-2 (ALOX15B) enzyme inhibition; AID 881; Potency, µM (titrated, usually from 57.1 µM), without a hit: at the highest dose activity change, negative = inhibition, actives largely listed as inhibitors; purified 15hLO-2, xylenol orange hydroperoxide absorbance; hit rate 0.56% among 110,000; note: potency is the fitted concentration of half-maximal effect; nearly all actives have a fitted effect of over 60% in size; many of its hits are not listed in these tables
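Screening format was qHTS against 50 nM purified 15hLO-2 in Hepes pH 7.5 with detergent. Activity follows hydroperoxide formation from 45 uM arachidonic acid, measured as 573:405 nm absorbance ratio of the ferric-xylenol orange complex.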
IMPase inh: cell-permeable inhibitors of inositol monophosphatase (IMPase) | P97697 | CHO-M1 cells, IP1 accumulation, HTRF TR-FRET ratio | inhibition (IP1 accumulation), % at 46.1 µM | 120,000 tested, under 10 active | AID 901; active = well fitted curve in the direction sought with a large enough effect in the signal ratio, not every such curve was filed as active; inconclusive = small, poorly fitted or top-dose-only effect, or a change in a side signal; inactive = no such curve, though single readings can be large or run the other way; the % refers to the signal ratio;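 note: cells stimulated with carbachol in lithium chloride buffer; plate controls were DMSO basal wells for no effect and reference inhibitor wells for full effect; higher means more IMPase inhibition seen as more IP1 and lower FRET ratio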
Target sequence (P97697 whole entry, looked up): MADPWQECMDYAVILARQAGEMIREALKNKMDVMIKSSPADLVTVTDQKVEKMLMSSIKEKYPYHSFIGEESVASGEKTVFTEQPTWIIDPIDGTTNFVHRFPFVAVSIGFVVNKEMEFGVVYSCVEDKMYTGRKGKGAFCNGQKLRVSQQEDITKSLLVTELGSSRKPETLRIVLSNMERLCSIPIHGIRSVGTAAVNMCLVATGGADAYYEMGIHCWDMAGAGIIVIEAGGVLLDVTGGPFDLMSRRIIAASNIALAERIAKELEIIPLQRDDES
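The IP-One HTRF competitive assay in carbachol-stimulated CHO-M1 cells quantifies cellular IP1. Compounds spanned up to 46 uM final, and activity is expressed as AC50 from concentration-response fits of the ratio and donor data.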
ALOX12 inhib: blocks human 12-lipoxygenase activity | P18054 | purified 12-hLO, xylenol orange hydroperoxide absorbance | Potency, µM (highest dose often 57.1 µM), for the others: top-dose activity change, negative = inhibition, actives largely listed as inhibitors | hit rate 0.12% among 150,000 | AID 1452; note: potency is the fitted concentration of half-maximal effect; nearly all actives have a fitted effect of over 55% in size; many of its hits are not listed in these tables
Target sequence (P18054 whole entry, looked up): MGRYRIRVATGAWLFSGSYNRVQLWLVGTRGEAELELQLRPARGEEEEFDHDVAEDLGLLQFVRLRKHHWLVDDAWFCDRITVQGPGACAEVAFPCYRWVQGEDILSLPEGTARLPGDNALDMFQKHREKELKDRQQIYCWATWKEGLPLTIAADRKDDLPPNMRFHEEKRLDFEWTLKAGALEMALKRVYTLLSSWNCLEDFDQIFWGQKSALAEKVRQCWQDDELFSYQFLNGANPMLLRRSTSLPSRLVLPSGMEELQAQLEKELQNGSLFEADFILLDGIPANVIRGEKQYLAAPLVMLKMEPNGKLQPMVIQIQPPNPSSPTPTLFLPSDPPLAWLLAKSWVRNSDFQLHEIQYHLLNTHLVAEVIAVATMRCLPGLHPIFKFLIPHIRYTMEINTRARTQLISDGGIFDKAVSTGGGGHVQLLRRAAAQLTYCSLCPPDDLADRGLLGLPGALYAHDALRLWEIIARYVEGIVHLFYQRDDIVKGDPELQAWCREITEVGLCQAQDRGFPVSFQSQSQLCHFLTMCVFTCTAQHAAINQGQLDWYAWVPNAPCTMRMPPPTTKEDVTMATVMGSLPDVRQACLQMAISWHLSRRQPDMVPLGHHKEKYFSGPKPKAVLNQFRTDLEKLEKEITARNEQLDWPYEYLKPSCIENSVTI
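Xylenol orange chromogenic assay: hydroperoxide from 12hLO oxidises Fe(II), giving red-shifted Fe(III)-XO absorbance. Conditions: 150 nM enzyme, 40 uM arachidonic acid, 25 mM Hepes pH 7.0, 0.01% Triton X-100, 30 min, room temperature.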
PNC assembly inh: perinucleolar compartment assembly inhibition; PC3M PTB-GFP, PNC prevalence imaging, 16 h; stronger effect = lower value; activity change (PNC), negative = inhibition, % at 10 µM; hit rate 3.1% among 140,000;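 active = readout at or below -70, meaning at least 70% loss of cells showing the perinucleolar compartment, a nuclear body marking cancer cells; inconclusive = readout between -30 and a set limit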;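 note: plate controls were DMSO wells for no effect and camptothecin positive control wells for full effect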
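Read-out is percentage of cells bearing a perinucleolar compartment, from automated 20x imaging of fixed, Hoechst-stained PC3M PTB-GFP cells. Cells were seeded 4 h, then exposed 16 h to compound (23 nl of library stock) in duplicate plates.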
The depositor's hits bear a star; ? = inconclusive; / = not tested or not shown; [ ] = another dose, or the depositor's remark. Unless noted, calls come from the whole dose curve; as a rule, active = well fitted curve in the direction sought with a large enough effect; inconclusive = small, poorly fitted or top-dose-only effect, or another doubt; inactive = no such curve, though single readings can be large; an effect the other way counts as inactive or inconclusive. Unless noted, % is set by controls: 0 for no effect and ±100 for the full control effect. An excerpt. The share of hits here may be higher or lower than overall.

compound,15-hLO-2 inh,IMPase inh,ALOX12 inhib,PNC assembly inh
O=C(NNC(=O)c1ccc(SCC2CCCO2)c([N+](=O)[O-])c1)c1ccc(Cl)c([N+](=O)[O-])c1 (stereo not given),?,10,-6%,26
N#Cc1ccccc1OCCN1C(=O)c2ccccc2C1=O,-3%,11,-4%,46
O=C(COC(=O)c1ccc(Cl)c([N+](=O)[O-])c1)Nc1ccccc1OC(F)F,/,/,1%,-1
CCc1ccc(CNC(=O)C2CCCN(c3nc4ccccc4o3)C2)cc1 (stereo not given),1%,3,6%,-22
O=C(Nc1ccc2nc3ccccc3nc2c1)c1ccccc1,/,0,-7%,26
CCn1c(SCC(=O)Nc2nc(C)c(C)s2)nnc1-c1ccco1,-2%,4,-1%,-12
O=Nc1c(O)n(Cc2ccc(Cl)cc2Cl)c2ccccc12,?,-9,?,12
CCOC(=O)c1ccccc1NS(=O)(=O)c1ccccc1F,4%,8,-1%,-21
C=CCSc1nc(NC)c2sccc2n1,11%,0,-2%,9
CN1C[C@H](C(=O)N[C@]2(C)O[C@]3(O)[C@H]4CCCN4C(=O)[C@H](Cc4ccccc4)N3C2=O)C[C@H]2c3cccc4[nH]cc(c34)C[C@@H]21,5%[25.6 µM],2[20.6 µM],-2%[25.6 µM],/
COc1cc(CNCCc2ccc(S(N)(=O)=O)cc2)ccc1OCc1ccc(Cl)cc1,16%,2,-2%,14
COc1ccc(C(=O)/C=C/N2CCCCC2)cc1OC,7%,7,-5%,-5
O=C(CSc1ccccc1)N(c1ccc(Br)cc1)c1nccs1,/,/,-2%,10
CC(NC(=O)c1ccc(Cl)cc1)c1nnc(SCc2ccc([N+](=O)[O-])cc2)n1C (stereo not given),-12%,4,7%,78
CS(=O)(=O)c1ccc(C(=O)Nc2cc(S(C)(=O)=O)ccc2Cl)cc1,/,5,-4%,11
C/C=C/Cn1c(Br)nc2c1c(=O)n(C)c(=O)n2C,1%,-4,0%,?
FC(F)(F)c1ccccc1NC(=S)NN1CCOCC1,-5%,4,0%,38
CCN(CC)C(=O)CSc1nc2ccccc2c(=O)n1CC,2%,-9,-1%,0
CCNC(=O)c1ccc(-n2nc(C)cc2-c2ccccc2)cc1,1%,22,-3%,15
CCOc1ccc(C(=O)NCc2ccccc2OC)cc1,/,/,-3%,62
Cc1cc(C)n(C(=O)CCCCCC(=O)n2nc(C)cc2C)n1,/,-5,2%,103
CCOC(=O)c1ccc(NC(=O)CCc2nc(-c3ccc(Cl)cc3)no2)cc1,10%,5,-5%,-16
O=C(O)C1CC(=O)N(c2ccc(OCc3ccccc3)cc2)C1 (stereo not given),-2%,3,7%,?
COc1cc(C(O)P(=O)(OC2CCCCC2)c2ccc(N(C)C)cc2)cc(OC)c1OC (stereo not given),-3%,-11,1%,-21
CSCCC(NC(=O)c1cccc(S(=O)(=O)N2CCOCC2)c1)C(=O)Nc1cccc(C)c1 (stereo not given),/,/,-1%,-19
CC(C)(C)NCC(O)COc1ccccc1C(C)(C)C (stereo not given),49%[activator],1,4%,9
CCCCCn1c(CCCNC(=O)CC)nc2ccccc21,/,-10,5%,-19
Cc1ccccc1-c1nc(CN2CCC(C(=O)NCc3ccco3)CC2)c(C)o1,19%,-4,3%,-8
COCCn1nnnc1C(CC(C)C)N1CCN(c2ccccc2)CC1 (stereo not given),/,6,4%,-18
CCN1CCCC1CN(Cc1cc2c(C)cc(C)cc2[nH]c1=O)C(=O)NC1CCCCC1 (stereo not given),18%,2,-11%,-16
CN1CCN(c2ccc([N+](=O)[O-])c(-n3nc(-c4ccccc4)c4ccccc4c3=O)c2)CC1,8%,6,-4%,11
Cc1cc(CSc2ccccc2)ccc1NC(=O)c1ccc(Cl)c([N+](=O)[O-])c1,-14%,0,-5%,-23
COc1ccccc1N1CCN(C(=O)CN(c2ccccc2OC)S(=O)(=O)c2ccccc2)CC1,-2%,10,-1%,44
O=C(O)C1CC=CCC1C(=O)N1CCCC1 (stereo not given),-2%,6,-5%,39
O=C(Nc1ccccc1)N1CCC2(CC1)CCN(C(=O)c1ccncc1)CC2,9%,/,2%,/
N#C/C(=C\c1ccc(F)cc1)c1n[nH]c(Cn2cncn2)n1,4%,6,3%,26
COc1ccc(C)cc1NC(=O)c1cnc2scc(C)n2c1=O,2%,-2,-4%,-30
COC(=O)c1ccccc1NC(=O)/C=C/c1ccco1,/,3,-4%,-9
CC(C)C(=O)NC(C)C(c1cccs1)N1CCOCC1 (stereo not given),-1%,15,13%,-7
Cn1c(=O)c2c(nc(C(=N)SCC(=O)O)n2C)n(C)c1=O,-4%[11.4 µM],/,-4%[11.4 µM],/
COc1cc(OC)c2cc(-c3ccncc3)cnc2c1,0%,-10,-6%,/
Brc1ccc2c(c1)OCCOCCOCCOCCOCCOCCO2,/,/,3%,21
Cn1c(=O)c2c(nc(NCc3ccc4c(c3)OCO4)n2Cc2ccc(F)cc2)n(C)c1=O,-16%,6,-19%,16
O=C(Cc1ccccc1)NC1CCS(=O)(=O)C1 (stereo not given),/,19,15%,?
Cc1cccc(NC(=O)CCCN2C(=O)c3ccccc3C2=O)n1,13%,0,2%,28
COc1cccc2c(O)cc(=O)n(C)c12,/,/,0%,3
CCc1ccc(-c2c(C)sc(NC(=O)C3CCC3)c2C#N)cc1,/,/,1%,55
C=C1C[C@]23C[C@@]1(O)CC[C@H]2[C@@]12C=C[C@H](O)[C@@](C)(C(=O)O1)[C@H]2[C@@H]3C(=O)O,-4%,/,1%,/
CCOCCCNC(=O)N1CCOCC1,-7%,2,-4%,?
Oc1cc(O)c2c(c1)O[C@@H](c1ccc(O)c(O)c1)[C@H](O[C@@]1(c3cc(O)c(O)c(O)c3)Oc3cc(O)cc(O)c3[C@H](O)[C@@H]1O)C2,?,/,?,/

Carrying on.
compound,15-hLO-2 inh,IMPase inh,ALOX12 inhib,PNC assembly inh
COc1cccc(C(=O)N/N=C/C(Br)=C/c2ccccc2)c1,/,/,-2%,3
Oc1[nH]c2ccccc2c1C=Nc1ccc2c(c1)OCO2,-9%,9,-11%,-11
CCOc1ccc(N(CC)C(=O)COc2cc(=O)n(CC)c3ccccc23)cc1,-6%,-4,2%,11
CC(CCc1ccccc1)NC(=O)c1ccncc1 (stereo not given),-1%,1,-4%,?
CCOc1ccccc1C(=O)n1nc(C)cc1C,0%,8,4%,-28
Cc1ccc(C)c(Cn2nnc3c(=O)[nH]c(C4CCN(C(=O)c5cccs5)CC4)nc32)c1,-17%,1,0%,22
CC(C)OCCCNC(=S)Nc1ccc(S(N)(=O)=O)cc1,/,/,-3%,?
Cc1cc(C(=O)COC(=O)c2ccc3c(c2)OCO3)c(C)n1Cc1cccs1,-1%,13,-15%,36
CC1(C)CC(=O)C(C(C#Cc2ccccc2)C2=C(O)CC(C)(C)CC2=O)=C(O)C1,-19%,5,-7%,11
Cc1nc(NC2CCCCC2)c2nc(-c3ccccc3)n(CCN(C)C)c2n1,61%[activator],/,0%,/
CCC(C)NC(=O)NC1C(NC(=O)NC(C)CC)N(C)C(=O)N1C (stereo not given),-2%,-24,2%,?
COc1cc(C2C(C#N)=C(N)OC3=C2C(=O)CCC3)ccc1OC(=O)N1CCOCC1 (stereo not given),0%,-3,-3%,39
Cc1cccn2c(=O)c3cc(C(=O)NCc4ccco4)c(=N)n(C(C)C)c3nc12,-23%,-14,-28%,-2
Cc1[nH]c2ccccc2c1C(=O)CSc1ccccc1,/,2,0%,-10
COc1cc(NS(C)(=O)=O)ccc1Nc1c2ccccc2nc2ccccc12,-6%,13,-6%,/
O=C(CN1CCC(c2nc3ccccc3s2)CC1)NCc1cccs1,10%,-3,0%,23
Cc1ccc(S(=O)(=O)N(CC(=O)N2CCCCCC2)c2ccccc2)cc1,2%,1,1%,-5
CC(C)(Oc1ccc(Cl)cc1)C(=O)NCCN1C(=O)S/C(=C/c2cccnc2)C1=O,/,/,-4%,51
C=CCn1c(NC(C)c2cc(Cl)ccc2O)nc2ccccc21 (stereo not given),55%[activator],6,-5%,19
N#C/C(=C\Nc1ccccc1SC(F)(F)F)c1nc(-c2ccc(Cl)cc2)cs1,/,0,-6%,-4
CC1CC(C)CN(C(=O)c2cccc(S(=O)(=O)Nc3cc(C(F)(F)F)ccc3Cl)c2)C1 (stereo not given),/,/,3%,25
O=C(NC(=S)NCC1CCCO1)c1ccccc1 (stereo not given),/,/,?,-1
Cc1cc2ccccc2c(=O)n1CC(=O)N1CCN(c2cccc(Cl)c2)CC1,-5%,-29,-2%,1
O=P(O)(COc1ccccc1)COc1ccccc1,2%,1,-4%,-19
Cc1ccc(C(C[N+](=O)[O-])c2c(-c3ccccc3O)[nH][nH]c2=O)cc1 (stereo not given),/,/,-11%,47

In the list so far, these have a CF3 group:
compound,15-hLO-2 inh,IMPase inh,ALOX12 inhib,PNC assembly inh
FC(F)(F)c1ccccc1NC(=S)NN1CCOCC1,-5%,4,0%,38
N#C/C(=C\Nc1ccccc1SC(F)(F)F)c1nc(-c2ccc(Cl)cc2)cs1,/,0,-6%,-4
CC1CC(C)CN(C(=O)c2cccc(S(=O)(=O)Nc3cc(C(F)(F)F)ccc3Cl)c2)C1 (stereo not given),/,/,3%,25

The list continues.
compound,15-hLO-2 inh,IMPase inh,ALOX12 inhib,PNC assembly inh
COc1ccc(-n2c(C)cc(C(=O)CN3C(=O)NC4(CCCc5sccc54)C3=O)c2C)cc1 (stereo not given),/,/,-4%,32
COc1ccccc1N(CC(O)COc1ccccc1C)S(=O)(=O)c1ccccc1 (stereo not given),/,/,0%,?
CCN(CC)C(=O)CCCOc1ccc(Cl)cc1Cl,-4%,4,-6%,-30
Cc1cc(C(=O)Nc2sc(C)c(C)c2C#N)no1,13%,4,-8%,?
COc1cccc(C(=O)N(CN2CCCC2=O)c2cccc(Cl)c2)c1OC,7%,-4,3%,81
CCc1cccc(OCCN2CCCC2)c1,/,/,-9%,?
Cc1ccc(SCC(=O)Nc2cccc(-c3nnc(-c4ccco4)o3)c2)cc1,-8%[11.4 µM],2[1.84 µM],-2%,24
CS(=O)(=O)N1CCC2(CCN(c3ccccn3)CC2)CC1,-25%,/,5%,/
CCOC(=O)N1CCN(C(=O)CN(c2cc(Cl)ccc2OC)S(=O)(=O)c2ccccc2)CC1,5%,11,-9%,41
O=S(=O)(NC1CCCC1)c1ccc(S(=O)(=O)N(Cc2cccs2)CC2CCCO2)cc1 (stereo not given),-2%,16,1%,13
NC(=O)c1c(Nc2nc3c(F)cccc3s2)sc2c1CCCC2,/,2,-7%,?
O=C(CNS(=O)(=O)c1cccc2nsnc12)NCc1ccc(Cl)cc1,-3%,-9,-6%,23
COc1ccccc1NS(=O)(=O)c1ccc(C(=O)OCC(=O)NCc2ccco2)cc1,?,-9,1%,?

Compound activity deposited in PubChem BioAssay by National Center for Advancing Translational Sciences (NCATS).
